Bioassay records (PubChem BioAssay)
CRFBP-R2 agonist = agonists of human CRF-binding protein/CRF-R2 receptor complex; HEK293 CRF-R2/CRF-BP, calcium dye fluorescence (FLIPR); percent of saturating CRF peptide response; activation, % at 13.2 µM; 350,000 compounds, 0.46% hits;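 active = activation of at least 50%, plus an integration ratio under a set limit after plate pattern correction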;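 also: plate controls were neutral control wells without compound for no effect and CRF at EC100 for full effect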
MEKK2wt PB1 HTS = raises or lowers MEK5 binding to wildtype human MEKK2 PB1 domain | Q9Y2U5 | 290,000 compounds, 1.1% hits | binding response (% of control), % at 10 µM | bead flow cytometry, Alexa488-MEK5 binding to MEKK2 WT; actives lie on both sides; in the data active = binding response below about 67% or above about 130%
MEKK2mut PB1 HTS = signal of MEK5 binding to mutant human MEKK2 PB1 domain; bead flow cytometry, Alexa488-MEK5 binding to MEKK2 mutant; percent response, % at 10 µM; 290,000 compounds, 0.35% hits; in the data active = percent response above about 24%, passing the limit was not always enough; also: inactives centre near 1; some results filed as inactive read as strong as hits
CRFBP-R2 block = antagonists of CRF-binding protein/CRF-R2 receptor complex | inhibition, % at 11.8 µM | HEK293 CRF-R2/CRF-BP, CRF-induced calcium fluorescence | 350,000 compounds, 0.59% hits;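 active = inhibition of the ligand-induced calcium signal above about 50% at the single tested concentration, limit read from the data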
DNA FID counter = counter-screen for HCV NS3 helicase inhibitors: DNA intercalator displacement; DNA fluorescent intercalator displacement, fluorescence; inhibition, % at 7.9 µM; 290,000 compounds, 0.17% hits; AID 1845; in the data active = inhibition above about 37%;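 also: 0% = vehicle and 100% = reference compound; higher means more ethidium bromide displaced from hairpin DNA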
GalR3 antag = human GalR3 antagonism; O60755; inhibition, % at 3 µM; 360,000 compounds, 0.44% hits; AID 651719; HEK293 GalR3-CNG cAMP membrane potential fluorescence; galR3 body fused to GalR1 C-terminus;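 active = inhibition above the screen-wide average plus 3 SD, cut at about 13% in these data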;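 also: forskolin and galanin both at EC90 stimulate the cells; cAMP rise reported by CNG channel membrane potential dye signal; 0% = forskolin plus galanin with DMSO and 100% = forskolin alone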
Target sequence (O60755 1-299 limits assumed): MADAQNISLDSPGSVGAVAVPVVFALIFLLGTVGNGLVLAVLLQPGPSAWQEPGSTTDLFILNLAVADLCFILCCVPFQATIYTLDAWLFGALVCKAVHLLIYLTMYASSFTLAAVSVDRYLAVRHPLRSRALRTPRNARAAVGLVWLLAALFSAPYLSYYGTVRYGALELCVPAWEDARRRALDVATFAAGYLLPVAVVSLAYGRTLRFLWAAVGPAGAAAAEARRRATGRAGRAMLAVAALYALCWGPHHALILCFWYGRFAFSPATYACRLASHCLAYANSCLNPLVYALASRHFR
MEKK3 PB1 HTS = raises or lowers MEK5 binding to the human MEKK3 PB1 domain. Q99759. bead-based flow cytometry, Alexa488-MEK5 binding to MEKK3; actives lie on both sides; 0 = blocked by unlabeled MEK5, 100 = vehicle. binding response (% of control), % at 10 µM. 290,000 compounds, 1.4% hits. AID 1529;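 active = binding response more than 3 SD above or below the average of its plate-row segment, actives on both sides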;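 also: Alexa488 bead fluorescence after subtracting the streptavidin-only scavenger bead signal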
Target sequence (Q99759 whole entry, looked up, the tested form may be a part): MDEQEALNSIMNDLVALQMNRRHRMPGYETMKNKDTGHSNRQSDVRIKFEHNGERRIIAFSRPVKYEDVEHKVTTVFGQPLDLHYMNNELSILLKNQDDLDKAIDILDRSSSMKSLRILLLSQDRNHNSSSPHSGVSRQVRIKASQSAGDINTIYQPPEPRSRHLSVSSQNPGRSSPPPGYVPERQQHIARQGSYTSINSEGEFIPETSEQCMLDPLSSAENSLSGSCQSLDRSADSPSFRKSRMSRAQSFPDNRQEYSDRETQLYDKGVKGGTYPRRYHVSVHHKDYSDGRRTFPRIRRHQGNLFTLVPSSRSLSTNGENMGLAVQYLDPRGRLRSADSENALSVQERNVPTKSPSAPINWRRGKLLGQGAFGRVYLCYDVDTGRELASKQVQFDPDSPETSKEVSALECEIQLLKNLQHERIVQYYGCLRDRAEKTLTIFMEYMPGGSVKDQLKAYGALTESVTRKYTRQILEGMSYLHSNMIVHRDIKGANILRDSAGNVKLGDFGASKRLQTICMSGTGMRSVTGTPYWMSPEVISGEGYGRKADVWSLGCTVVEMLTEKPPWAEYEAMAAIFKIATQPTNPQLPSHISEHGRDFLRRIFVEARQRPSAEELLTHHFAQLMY
HCV NS3 hel inh = inhibitors of Hepatitis C virus NS3 helicase. 290,000 compounds, 0.56% hits. NS3 helicase DNA unwinding, Cy5 molecular beacon fluorescence. inhibition, % at 10.9 µM;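 active = inhibition above the mean of all tested compounds plus 3 SD, set per campaign, cut at about 35% in these data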;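 also: 0% = DMSO wells and 100% = thioflavine S control wells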
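assay system = NS3 helicase fragment of HCV | buffer or medium = MOPS pH 6.5, MgCl2, DTT, Tween20, BSA | timing = 60 min unwinding reaction at 25 °C after ATP addition | signal = Cy5 beacon fluorescence read at start and 1 h | read-out basis = % inhibition of unwinding | control set = low DMSO, high thioflavine S at 110 µM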
UBC9 SUMO inh = SUMOylation inhibition; P63279; HTRF SUMOylation assay, SAE1/SAE2 + UBC9, in vitro; inhibition, % at 35 µM; 290,000 compounds, 0.36% hits; AID 2006; in the data active = inhibition above about 50%, passing the limit was not always enough; also: strong numbers were not always called active
Target sequence (P63279 whole entry, looked up): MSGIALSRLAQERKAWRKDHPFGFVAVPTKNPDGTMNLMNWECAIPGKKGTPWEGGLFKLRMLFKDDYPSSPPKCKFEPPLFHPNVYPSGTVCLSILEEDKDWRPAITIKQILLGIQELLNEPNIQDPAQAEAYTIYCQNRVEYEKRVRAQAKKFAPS
* marks the source's active call; other numbers are inactive results; / = no result given.

SMILES	CRFBP-R2 agonist	MEKK2wt PB1 HTS	MEKK2mut PB1 HTS	CRFBP-R2 block	DNA FID counter	GalR3 antag	MEKK3 PB1 HTS	HCV NS3 hel inh	UBC9 SUMO inh
CC1CCCN(CCC(=O)Nc2ccccc2)C1 (stereo not drawn)	-0.2	93.0	-6.0	4.3	11.8	-3.1	96.0	6.4	2.5
CCCc1ccc2oc(C(=O)N3CCC(COC)C3)c(C)c2c1 (stereo not drawn)	1.6	101.0	0.0	1.9	-39.5	-7.4	104.0	-13.2	-20.5
CCOC(=O)C(NCCCO)c1ccccc1 (stereo not drawn)	1.5	100.0	0.0	-10.8	12.7	-3.0	103.0	5.9	21.3
CC(C)c1cc(Br)ccc1OCCCN1C(=O)NC(C)(C)C1=O	-0.1	101.0	1.0	-32.7	-22.5	-0.2	101.0	-12.6	20.7
CCNc1nc2c(c(=O)n(C)c(=O)n2C)n1Cc1ccc(Cl)cc1	-2.6	93.0	-2.0	-0.3	-28.4	21.5*	99.0	6.1	10.6
Cc1ccc2nc(-c3ccc4c(c3)NC(=O)CO4)cn2c1	-0.7	93.0	-13.0	1.5	-4.6	-5.2	93.0	0.6	14.2
Cc1cccc(C)c1NC(=O)NCCCN1CCN(c2ccccc2)CC1	-0.3	109.0	1.0	0.1	14.0	0.7	112.0	-27.3	6.3
N#Cc1nc(Cc2ccccc2)oc1N1CCCC1	0.4	108.0	6.0	1.0	-13.6	-3.7	106.0	8.8	3.9
COc1ccccc1CC(=O)Nc1ccc2c(C)cc(=O)oc2c1	0.4	98.0	3.0	7.3	-19.1	-1.3	101.0	-0.6	7.4
C1CCC(n2nnnc2CN2CCCC2)CC1	3.0	98.0	-1.0	-10.7	-3.0	-3.0	99.0	-2.0	-0.5
Cc1c(NC(=O)c2ccccc2NC(=O)c2ccccc2)cccc1C(=O)O	-0.9	105.0	4.0	-11.5	-9.1	-5.5	102.0	10.5	2.5
CN(C)CCNC(=S)Nc1ccc(Cl)cc1	-1.6	108.0	3.0	44.4	3.4	-4.9	101.0	1.8	3.4
COc1ccc(Nc2oc(-c3ccc(OC)cc3)nc2C#N)cc1	0.0	99.0	-2.0	2.3	-4.6	0.6	99.0	-30.6	34.3
CC(=O)c1ccc(N2CCN(C(=O)CCCn3c(=O)[nH]c4ccc(Br)cc4c3=O)CC2)cc1	-1.9	98.0	-2.0	9.2	-12.3	-0.6	97.0	-11.3	11.4
Cc1ccc(N2C(=O)c3sc4nnc(C)c(=O)n4c3C2=O)cc1	-1.2	104.0	6.0	51.5*	3.1	4.2	106.0	-0.6	12.6
Cc1cc(C)c2cc(C(=O)Nc3ccc4c(c3)OCO4)[nH]c2c1	-1.5	93.0	-4.0	7.0	-5.2	3.1	100.0	-12.8	-9.1
COc1cccc(C2CC3(CC(C)(C)NC(=S)N3)Oc3cc(O)ccc32)c1 (stereo not drawn)	0.8	106.0	1.0	-10.5	-10.2	-10.3	107.0	-12.9	-6.2
COC(=O)C1=C(C)NC2=C(C(=O)c3ccccc32)C1c1ccc(-c2ccc(C(=O)O)cc2)o1 (stereo not drawn)	20.4	102.0	1.0	-1.7	-14.6	/	99.0	23.2	35.5
O=C(CN1CCC(C(=O)c2ccc3c(c2)OCCO3)CC1)Nc1ccccc1C(F)(F)F	-0.7	109.0	9.0	1.5	-23.4	-2.6	105.0	-17.9	-4.5
CCC(C)NC(=O)CC(C)C (stereo not drawn)	2.5	94.0	-11.0	-1.4	1.2	-2.5	93.0	-8.1	16.3
Cc1c(Br)cccc1NC(=O)c1sccc1-n1cccc1	1.3	/	/	36.9	-7.6	-0.4	/	-10.9	-4.9
Cc1ccc(C(=O)Nc2ccccc2[N+](=O)[O-])cc1S(=O)(=O)N1CCOCC1	0.4	98.0	6.0	-12.3	-18.8	-9.6	98.0	8.6	11.1
Cc1cccc(C)c1NC(=O)CSc1nnc([C@H](C)NC(=O)OC(C)(C)C)o1	-2.8	104.0	4.0	5.1	-11.6	-7.1	102.0	-2.2	8.2
CCOC(=O)c1cc(=O)c2ccc(OCc3ccccc3)cc2o1	-0.9	100.0	-1.0	6.4	-19.9	-3.8	100.0	-9.7	0.5
COc1ccc(CN(C)S(=O)(=O)c2nnc(NC(=O)c3ccccc3Br)s2)cc1	-0.2	100.0	2.0	11.5	-42.5	-1.3	105.0	-12.8	10.6
CN(C)S(=O)(=O)c1ccc(NC(=O)N2CCOCC2)cc1	2.5	102.0	-1.0	-20.4	-0.5	1.5	100.0	0.6	7.5
CC(=O)C(C)n1cnc2scc(-c3ccc(C)cc3)c2c1=O (stereo not drawn)	-0.9	101.0	1.0	-10.6	-9.7	-4.0	98.0	1.4	-1.7
C/C(Cc1ccccc1)=N\NC(=O)CNC(=O)c1ccc(C(C)(C)C)cc1	-2.1	89.0	-2.0	12.5	-9.6	1.7	86.0	-1.0	11.1
O=C(c1ccccc1)c1ccc(Cn2cc(CCCO)nn2)cc1	1.0	110.0	3.0	11.2	-19.2	-8.2	102.0	-23.4	9.4
CC1=NNC(=O)/C1=C\c1cn(-c2ccccc2)nc1-c1ccc(F)cc1	25.5	95.0	0.0	-45.1	0.4	/	101.0	5.5	-32.1
COc1ccccc1N1CCN(C(=O)CCS(=O)(=O)c2ccc3c(c2)oc(=O)n3C)CC1	-1.2	103.0	0.0	-0.9	-31.9	-2.2	98.0	2.8	3.0
O=C(CSc1ccc(Br)c2cccc(Cl)c12)Nc1ccc(S(=O)(=O)Nc2nccs2)cc1	-0.1	92.0	-3.0	-34.8	-19.2	0.9	96.0	38.3*	57.3
NS(=O)(=O)c1ccc(NC(=O)/C(=C/c2ccncc2)NC(=O)c2ccccc2)cc1	-0.2	100.0	-1.0	6.1	-3.2	-4.9	99.0	-3.1	1.0
NC(=O)C1(N2CCCCC2)CCN(S(=O)(=O)c2cc(Cl)ccc2Cl)CC1	4.7	115.0	8.0	-29.3	-8.2	/	112.0	-5.0	15.1
CCN(CC)S(=O)(=O)c1ccc(NC(=O)CCC2CCCCC2)cc1	1.6	/	/	-7.5	-17.5	-3.3	/	-11.1	-25.1
O=C(COC(=O)c1n[nH]c(=O)c2ccccc12)c1ccccc1	-2.2	99.0	0.0	-3.5	-6.8	3.6	97.0	7.8	2.2
Cc1ccc(NC2=CC(=O)CC(c3ccc(Cl)cc3)C2)cc1 (stereo not drawn)	-1.0	120.0	12.0	-12.9	-10.3	-4.2	106.0	0.9	1.4
O=[N+]([O-])c1ccccc1-c1ccc(CN2CCN(c3ccccc3)CC2)o1	-0.9	115.0	11.0	-3.3	-0.7	-3.6	104.0	-23.4	20.9
O=C(C1CCCO1)N1CCN(S(=O)(=O)c2ccc(Br)cc2)CC1 (stereo not drawn)	-0.8	98.0	-4.0	5.9	-12.7	0.6	102.0	-7.2	2.1
CC(=O)N[C@@H](Cc1c[nH]c2ccccc12)C(=O)OCC(=O)Nc1ccc(Cl)c(S(=O)(=O)N(C)C)c1	0.3	113.0	2.0	-19.5	-19.5	3.9	114.0	-11.3	-1.6

Entries of single compounds, quoted from the list:
Profile of Cc1c(Br)cccc1NC(=O)c1sccc1-n1cccc1 : CRFBP-R2 agonist = 1.3; MEKK2wt PB1 HTS = /; MEKK2mut PB1 HTS = /; CRFBP-R2 block = 36.9; DNA FID counter = -7.6; GalR3 antag = -0.4; MEKK3 PB1 HTS = /; HCV NS3 hel inh = -10.9; UBC9 SUMO inh = -4.9
Profile of O=C(C1CCCO1)N1CCN(S(=O)(=O)c2ccc(Br)cc2)CC1 (stereo not drawn) : CRFBP-R2 agonist = -0.8; MEKK2wt PB1 HTS = 98.0; MEKK2mut PB1 HTS = -4.0; CRFBP-R2 block = 5.9; DNA FID counter = -12.7; GalR3 antag = 0.6; MEKK3 PB1 HTS = 102.0; HCV NS3 hel inh = -7.2; UBC9 SUMO inh = 2.1

Next structures follow:
SMILES	CRFBP-R2 agonist	MEKK2wt PB1 HTS	MEKK2mut PB1 HTS	CRFBP-R2 block	DNA FID counter	GalR3 antag	MEKK3 PB1 HTS	HCV NS3 hel inh	UBC9 SUMO inh
O=C(Nc1ccc(Cl)c(Cl)c1)N1CCCCCC1	2.9	92.0	-8.0	2.0	-10.1	3.0	95.0	16.1	-4.4
Cc1nnc(SCCOc2ccccc2)s1	5.1	68.0	1.0	5.8	-1.7	4.4	101.0	1.5	5.9
Cc1ccc(C(=O)Nc2ccc(C(=O)N/N=C/c3ccc(C)o3)cc2)cc1	-0.5	96.0	-6.0	5.9	-26.6	-3.8	102.0	5.7	6.6
COc1cccc(C(C(=O)NC2CCCCC2)N(CCN2CCOCC2)C(=O)C2COc3ccccc3O2)c1 (stereo not drawn)	-0.1	85.0	-11.0	-9.9	-1.8	-2.1	88.0	-0.3	0.5
Cc1ccc(-c2nc(CSc3nc4ccccc4c(=O)n3CCO)cs2)cc1	5.1	97.0	-3.0	-36.2	-21.9	-2.7	100.0	-10.1	-9.3
O=C(NCc1cccs1)C1CCCN(S(=O)(=O)c2ccc3c(c2)OCO3)C1 (stereo not drawn)	-1.0	108.0	4.0	-16.9	-8.6	-0.7	103.0	-4.2	-1.9
CCOC(=O)N1CCN(Cc2c(F)cccc2Cl)CC1	1.7	88.0	-7.0	-2.1	2.4	-6.8	75.0	-1.9	18.0
CCOC(=O)NC(=O)CSc1nnc(C)s1	-1.0	104.0	4.0	9.6	-0.9	-2.4	103.0	0.5	17.2
CC(=O)Oc1ccc2ccccc2c1C(NC(=O)Cc1ccccc1)c1ccccc1Cl (stereo not drawn)	-0.2	97.0	-1.0	2.0	-25.6	-5.3	111.0	0.2	-1.9
CCn1cc(CN2CCC(n3nccc3NC(=O)CCCc3ccccc3)CC2)c(C)n1	-1.4	108.0	3.0	-2.6	0.6	2.4	100.0	-1.9	9.0
Cc1ccc(OCCC(=O)Nc2ccccc2C(=O)NC2CC2)cc1	1.1	94.0	-5.0	14.1	-23.2	-0.8	95.0	2.4	3.8
CCO[C@@H]1OC(C(=O)N2CCCCCCC2)=C[C@H](c2csc3ccccc23)[C@H]1CCCO	0.9	108.0	6.0	-45.6	-34.2	-3.1	106.0	-13.2	-13.3
CSCC[C@H](NC(=O)OC(C)(C)C)C(=O)N/N=C/c1ccc2nccnc2c1	1.1	95.0	-14.0	-15.1	-3.1	-4.9	95.0	-0.2	12.2
COc1ccc(S(=O)(=O)N2CCC(C(=O)NCCN3CCOCC3)CC2)cc1C	2.3	97.0	-8.0	-3.8	-3.5	-10.0	96.0	-2.4	5.1
O=C(NC1CC1)C1=C[C@@H](c2ccc(Br)cc2)C[C@@H](OCCCCO)O1	-3.9	104.0	4.0	0.0	-21.5	0.4	98.0	-6.2	8.5
Cc1ccc(-c2cc(C(=O)OCn3nnc4ccccc4c3=O)c3ccccc3n2)cc1	-0.3	88.0	-3.0	-22.3	-3.5	-10.6	92.0	8.3	17.4
C/C(=N\NC(=S)NCc1ccccc1)c1ccc2c(c1)OCCO2	4.1	99.0	1.0	3.1	-15.4	-3.7	105.0	-4.6	-0.7
CCC(C)NC(=O)c1ccc(NC(=O)C2CCCO2)cc1 (stereo not drawn)	1.3	91.0	-3.0	4.6	-1.4	3.2	88.0	-6.4	23.7
CC1(C)Cc2c(sc(NC(=O)c3ccco3)c2C(=O)O)CO1	0.0	107.0	3.0	9.1	-3.8	-3.8	102.0	-10.8	17.3
C=CCN1C(=O)C2C(C(=O)NCc3ccccc3)C3C=CC2(O3)C1C(=O)NC(C)(C)C (stereo not drawn)	-0.9	104.0	5.0	-13.1	-1.7	-2.2	103.0	-2.3	17.6
Cc1ccc(S(=O)(=O)NCC(=O)NCC(=O)OCc2c(F)cccc2Cl)cc1	0.2	100.0	1.0	0.9	-19.5	-4.5	104.0	-5.9	-17.0

A portion of the library; the hit share may differ from the screen's.
